cardiac RTF act: increases calcium sensitivity of human cardiac regulated thin filaments. IANBD-labeled TnC RTF fluorescence at EC20 calcium; 0% EC20 calcium, 100% full calcium. activation, % at 7.2 µM. 340,000 tested, 0.24% active. AID 493008;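 active = activation above the mean over all tested compounds plus 3 SD, cut at about 30% in these data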;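 note: rise in fluorescence read as greater calcium sensitivity of cardiac thin filaments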
CAL PDZ FP-1: inhibitors of human CAL PDZ peptide binding; Q9HD26; purified CAL PDZ, TMR-peptide fluorescence polarization, 1 h; inhibition, % at 24.9 µM; 300,000 tested, 0.92% active; AID 602252;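 active = mean inhibition of at least 30% with at least half of replicates also reaching 30%; inconclusive = no clear call, values can overlap the other calls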;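 note: 0% = DMSO neutral control and 100% = excess unlabeled competitor peptide PRC23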
CDK5 inh: CDK5/p35 (human) kinase inhibition. Q00535+Q15078. Recombinant CDK5/p35, ADP-Glo luminescence, 60 min. inhibition, % at 10 µM. 330,000 tested, 0.01% active. AID 488839;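 active = highest replicate inhibition of at least 50% and at least 75% of replicates reaching 50%; inconclusive = only one of the two criteria met; inactive = both criteria failed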;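 note: plate controls were DMSO neutral control for no effect and GW8510 at 10 µM for full effect; many of its hits are not listed in these tables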
Target sequence (Q00535 whole entry, looked up): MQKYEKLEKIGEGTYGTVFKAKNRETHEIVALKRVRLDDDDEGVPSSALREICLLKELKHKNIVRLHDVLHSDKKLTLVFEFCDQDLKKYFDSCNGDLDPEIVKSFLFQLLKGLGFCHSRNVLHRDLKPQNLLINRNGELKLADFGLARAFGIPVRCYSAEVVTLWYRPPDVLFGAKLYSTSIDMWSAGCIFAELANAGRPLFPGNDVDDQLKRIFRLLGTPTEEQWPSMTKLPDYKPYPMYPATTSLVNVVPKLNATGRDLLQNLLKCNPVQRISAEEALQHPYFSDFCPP
Target sequence (Q15078 whole entry, looked up): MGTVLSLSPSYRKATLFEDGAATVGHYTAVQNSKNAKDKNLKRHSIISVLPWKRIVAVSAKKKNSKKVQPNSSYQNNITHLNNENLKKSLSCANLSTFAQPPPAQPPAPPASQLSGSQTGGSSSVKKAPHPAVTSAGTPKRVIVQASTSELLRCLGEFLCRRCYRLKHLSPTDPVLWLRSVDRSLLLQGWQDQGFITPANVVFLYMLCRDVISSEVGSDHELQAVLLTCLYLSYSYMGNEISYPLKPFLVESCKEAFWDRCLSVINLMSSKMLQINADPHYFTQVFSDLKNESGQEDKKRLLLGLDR
Rtt109 Vps75: inhibitors of Candida albicans Rtt109/Vps75 histone acetyltransferase | 330,000 tested, 0.16% active | AID 540336 | Q5AAJ8 | inhibition, % at 34.9 µM | purified Rtt109/Vps75, ThioGlo CoA-SH fluorescence, 4 h;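 active = inhibition of at least 50% in every replicate; inconclusive = best replicate reaches 50% inhibition but some replicates fall short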
Target sequence (Q5AAJ8 whole entry, looked up): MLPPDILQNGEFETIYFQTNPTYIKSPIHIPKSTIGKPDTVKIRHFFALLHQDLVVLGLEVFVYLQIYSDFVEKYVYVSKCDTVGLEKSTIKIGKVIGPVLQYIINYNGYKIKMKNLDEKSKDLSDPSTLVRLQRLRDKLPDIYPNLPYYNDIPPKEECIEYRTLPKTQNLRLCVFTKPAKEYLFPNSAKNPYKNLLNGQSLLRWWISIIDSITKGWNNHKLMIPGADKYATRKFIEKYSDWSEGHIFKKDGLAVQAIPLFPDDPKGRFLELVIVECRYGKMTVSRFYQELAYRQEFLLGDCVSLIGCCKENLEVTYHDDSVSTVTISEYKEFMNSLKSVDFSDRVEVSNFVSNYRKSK
V-ATPase pH: yeast V-ATPase proton transport regulation by pHLuorin; S. cerevisiae, pHLuorin cytosolic pH fluorescence; response, % at 10 µM; 350,000 tested, 0.37% active; in the data active = response mostly above about 7.3%, no sharp cut-off; inactive = mostly below about 5.4%; note: actives read high; inactives centre near 0; some compounds called inactive have numbers as strong as hits
Wnt bcat act: activators of Wnt/beta-catenin signaling; AID 743398; activation, % at 9.35 µM; 300,000 tested, 1.2% active; Wnt/beta-catenin reporter cell assay, activator, plate reader; in the data active = activation above about 30%, passing the limit was not always enough; inconclusive = no clear call, values can overlap the other calls;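 note: 0% = neutral control wells and 100% = positive control wells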
MITF TRPM1 HTS: activators of MITF-driven TRPM1 promoter activity in SK-MEL-5 cells. SK-MEL-5 TRPM1-promoter luciferase, 24 h; % of positive control, neutral wells = 0. activation, % at 12.5 µM. 300,000 tested, 0.75% active;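 active = mean activation of at least 80% with every replicate also reaching 80%; inconclusive = mean reaches 80% but some replicate falls short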;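 note: 0% = neutral control wells and 100% = parthenolide positive control wells; values of inactives mirror those of a sister screen read the other way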
dFosB act: enhances mouse delta FosB homodimer DNA binding; AID 493131; activation, % at 25 µM; 340,000 tested, 0.99% active; P13346; purified delta FosB, TAMRA-CDK5 oligo fluorescence polarization; percent of positive-control signal above neutral wells;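 active = mean activation above about 17%, with every replicate also reaching it, limit read from the data, passing the limit was not always enough; inconclusive = only one of the two conditions met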;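 note: fluorescence polarization rise as delta FosB binds a TAMRA Cdk5 AP-1 oligo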
CAL PDZ FP-2: blocks peptide binding to human CAL PDZ domain. AID 504414. Q9HD26. 330,000 tested, 0.02% active. purified CAL PDZ, TMR-peptide fluorescence polarization, 1 h. inhibition, % at 20 µM;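 active = highest replicate inhibition of at least 40%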;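 note: plate controls were DMSO neutral control wells for no effect and unlabeled competitor peptide control wells for full effect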
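Read-out basis: mP drop reported as inhibition | Assay system: Tagged CAL PDZ protein CerCALP, purified | Benchmarks: Unlabelled peptide for full inhibition, DMSO wells as neutral | Schedule: 1 h incubation at room temperature before polarization reading | Buffer or medium: Sodium phosphate/NaCl buffer pH 7.4 with TCEP, IgG, Thesit | Doses: Single point, 20 µM | Measured by: Fluorescence polarization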
Tat transport: E. coli Tat transport inhibition; E. coli MC4100 TorA-mCherry Tat export, fluorescence; inhibition, % at 10 µM; 340,000 tested, 0.036% active; AID 488895;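 active = mean replicate inhibition at least 50% and at least half of replicates individually reaching 50%; inconclusive = only one of the two criteria met; inactive = neither criterion met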;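 note: exported cargo escapes ClpAP degradation while cytoplasmic cargo is degraded and loses fluorescence; 0% = median of neutral control wells and 100% = median of NaSCN control wells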
Numbers without * were called inactive; u = inconclusive; x = no result given; + = active, no number.

SMILES	cardiac RTF act	CAL PDZ FP-1	CDK5 inh	Rtt109 Vps75	V-ATPase pH	Wnt bcat act	MITF TRPM1 HTS	dFosB act	CAL PDZ FP-2	Tat transport
O=C(COc1ccc2c(-c3ccccc3)cc(=O)oc2c1)NCc1ccccn1	14	1	-1.2	0	-4	-1	-6	-2	-0.3	7
O=C(Nc1ncnc2c1ncn2C1OC(COC(=O)c2ccccc2)C(F)C1O)c1ccccc1 (configuration not stated)	5	-3	-0.1	-1	-4	x	53	-12	-1.4	-2
COc1cc(/C=N/N2CCN(Cc3ccccc3)CC2)cc(OC)c1OC(C)=O	2	-5	-0.6	-3	-2	0	x	5	-0.1	2
CC(C)C(=O)c1cn(CC(=O)NCc2ccco2)c2ccccc12	6	x	-0.2	-2	1	x	x	-8	-1.3	9
CCOC(=O)c1[nH]c2ccc(OC)cc2c1NC(=S)N1CCN(c2cccc(Cl)c2)CC1	-2	-3	1.0	5	8	x	-3	-2	-1.0	-14
CC(=O)c1ccc(NC(=O)CN2CCCC2)cc1	0	2	0.9	-1	2	2	x	4	0.2	-8
CC(Sc1ccc2ccccc2c1)C(=O)NC(N)=O (configuration not stated)	3	-1	-0.2	30	-3	1	16	0	-4.3	2
Cn1ncc([N+](=O)[O-])c1C(=O)N/N=C/c1ccc(F)cc1	2	28	-0.5	8	2	-1	-1	-5	-0.7	-1
N#CCCn1cc(C(=O)CN2C(=O)NC3(CCCCCC3)C2=O)c2ccccc21	0	x	1.4	13	-1	-1	5	-6	0.0	5
Cc1cccc2sc(N(CCCN3CCOCC3)C(=O)CS(=O)(=O)c3ccc(F)cc3)nc12	-4	-1	0.9	-2	1	1	8	-26	-2.2	-1
O=C(O)c1ccc(S(=O)(=O)c2ccc3c(c2)C(=O)N(c2ccccc2[N+](=O)[O-])C3=O)cc1	3	-1	-1.1	-8	1	-1	-3	-4	26	-5
CN(C)S(=O)(=O)c1cccc(NC(=O)COC(=O)c2cccc(S(=O)(=O)N3CCc4ccccc4C3)c2)c1	5	-4	0.5	2	-4	-3	-3	-10	-1.0	-9
C=CCn1c(SCCC#N)nnc1-c1ccncc1	-1	6	-2.6	-5	0	x	x	4	0.1	-1
CCOC(=O)c1cnc(-c2ccccc2)nc1Oc1ccccc1	-9	-2	0.3	-4	-5	x	-6	-7	-0.7	8
Cc1cc(=O)[nH]c(CN2CCOCC2)n1	5	1	2.8	7	-1	0	-12	-8	-0.8	10
Cc1ccc(-c2cc(C(=O)N/N=C/C=C/c3ccco3)c3ccccc3n2)cc1C	-6	-1	-1.0	9	5	-8	-17	-7	-2.3	-5
COc1ccc(CC(=O)N(C)CC(=O)Nc2ccccc2C(F)(F)F)cc1S(=O)(=O)N1CCOCC1	5	-5	0.3	2	1	x	-6	0	-0.9	0
CCNC(=O)N(CCOC)CC1CCCN(C2Cc3ccccc3C2)C1 (configuration not stated)	-3	7	-1.1	0	-1	1	-3	-8	-1.0	-1
O=C1c2ccccc2C(=O)N1c1cc([N+](=O)[O-])ccn1	4	1	-1.3	5	1	-1	x	2	0.2	1
Cn1c(SCC(=O)Nc2ccccc2)nc2c([nH]c3ccccc32)c1=O	2	x	1.0	-2	-1	-7	-46	14	0.0	4
C=CCNC(=O)c1ccccc1NC(=O)COc1ccc(OC)cc1	-3	6	1.4	-6	1	26	7	6	-0.7	0
Cc1ccc(NC(=O)CSc2nnc(CNC(=O)c3ccco3)n2C)cc1C	-2	-4	0.1	-4	0	1	-1	-1	-1.7	-4
CC(C)(C)c1cc(C(=O)Nc2cccnc2)cc(C(=O)Nc2cccnc2)c1	-3	-11	1.4	-9	2	1	-12	-17	-6.3	3
Cc1noc(C)c1CSCC(=O)Nc1ccc(Br)cc1Cl	6	-4	1.1	9	2	-3	10	-11	-0.1	-1
CC(=O)c1ccc(NS(=O)(=O)c2cc3c(cc2C)N(C(C)=O)CCO3)cc1	-7	0	-1.5	22	1	-1	12	6	0.3	-2
(cont.)
SMILES	cardiac RTF act	CAL PDZ FP-1	CDK5 inh	Rtt109 Vps75	V-ATPase pH	Wnt bcat act	MITF TRPM1 HTS	dFosB act	CAL PDZ FP-2	Tat transport
Cc1ncc([N+](=O)[O-])n1CC(=O)NCc1ccccc1	1	4	-4.5	-3	1	x	-2	-3	x	18
Cc1ccc(C)c(NC(=O)C(OC(=O)c2ccc(C)s2)c2ccccc2)c1 (configuration not stated)	0	x	-1.1	17	-8	-3	-15	24*	-1.2	-11
Cc1ccc2c(CSc3nnc(C4CC4)n3N)cc(=O)oc2c1C	1	-2	0.6	-3	4	x	-3	-11	-0.2	-2
O=C(COc1ccc(Br)cc1Br)NC1CCS(=O)(=O)C1 (configuration not stated)	-3	-5	-1.7	-21	-1	-4	3	0	-2.6	-2
CN(C)S(=O)(=O)c1ccc(NC(=O)C2CC3C=CC2C3)cc1 (configuration not stated)	-2	-4	-2.8	5	7	-1	10	-4	-0.2	4
CCOC(=O)C1C(=O)CC(C)(O)C(C(=O)OCC)C1c1ccc(C)s1 (configuration not stated)	1	-5	-0.8	0	2	-3	x	0	-0.8	26
CN(CC(=O)Nc1cccc(F)c1)C(=O)c1cn(-c2ccccc2)nc1-c1ccc(Cl)cc1	-2	x	-1.5	5	-4	6	-20	-17	1.2	14
Cc1nc2c(C#N)c[nH]n2c(=O)c1Cc1ccccc1	14	-4	0.7	x	0	-2	-8	-6	-2.1	3
O=C(Nc1cc(S(=O)(=O)N2CCOCC2)ccc1Cl)c1cc([N+](=O)[O-])ccc1Cl	6	-4	0.7	0	3	x	-34	-3	1.1	-8
Cc1ccccc1-c1nsc(SCC(=O)NCc2ccc3c(c2)OCO3)n1	15	-5	0.6	-15	0	0	-8	11	-2.7	18
CCCn1c(=O)[nH]c(=O)c2c1nc(-c1ccc(C#N)cc1)n2CCOC	-8	-2	0.0	-6	-4	-1	4	-3	-1.1	0
Cc1c(C(=O)NCC(c2ccco2)N(C)C)oc2c(Cl)cccc12 (configuration not stated)	3	-9	-0.5	3	1	-1	-10	-9	-4.0	10
COc1ccc(CCN2Cc3c(cccc3[N+](=O)[O-])C2=O)cc1OC	0	-2	1.2	-1	0	2	7	4	-0.9	-4
CN(C)/C=C1\C=C2C(=O)c3ccccc3N2C1=O	+	56*	0.7	-258	1	2	x	3	1.2	-7
CC(C)CNC(=O)C1Nc2ccc(C(F)(F)F)cc2C2C=CCC12 (configuration not stated)	1	-3	0.8	0	-4	10	41	-19	-0.9	1
O=C(NCc1nnnn1-c1ccc(Cl)cc1)c1ccc(Br)o1	-1	-2	-0.1	-9	6	-2	6	5	-1.1	4
CC(NC(=O)c1ccco1)C(=O)OC(C)C(=O)NCc1ccccc1 (configuration not stated)	-4	2	1.2	1	-2	-2	5	2	-1.2	0
C=CCSc1nc(NC)c2sccc2n1	4	-3	1.4	6	-4	-1	-1	-1	0.3	5
CC(=O)N1CCCc2cc(S(=O)(=O)N3CCCC(C(=O)Nc4cccc(F)c4)C3)ccc21 (configuration not stated)	-1	x	0.5	15	0	2	-19	-4	-1.0	3
C[C@H](C(=O)CC(=O)OC(C)(C)C)[C@H](O)c1ccc(C(F)(F)F)cc1	-1	-4	-0.9	1	1	x	10	-11	-0.1	0
Cc1ccc2c(c1)CCCN2CC(=O)N(C)c1c(N)n(Cc2ccccc2)c(=O)[nH]c1=O	38*	x	0.1	-3	-6	-1	-15	-13	0.2	-6
CCn1c(SCC(=O)N2c3ccccc3CCc3ccccc32)nnc1-c1ccc(OC)cc1	7	3	-1.0	-2	0	2	-9	-14	-0.2	0
COc1ccc2c(c1)C1NC(=S)NC(C)(O2)C1C(=O)Nc1ccccc1C (configuration not stated)	-2	-2	2.2	1	-1	0	-10	8	0.0	-6
Cc1cc(C)n(-c2nc(SCCN(C)C)c3c4c(sc3n2)COC(C)(C)C4)n1	-7	1	-0.6	29	3	1	2	-33	-3.8	3
Cc1ccc(S(=O)(=O)NCCC(=O)O)cc1	2	-6	-0.6	u	-5	x	-6	-6	-1.5	-13
Going on with the list:
SMILES	cardiac RTF act	CAL PDZ FP-1	CDK5 inh	Rtt109 Vps75	V-ATPase pH	Wnt bcat act	MITF TRPM1 HTS	dFosB act	CAL PDZ FP-2	Tat transport
COc1ccc(CNC(=O)CC(C)c2ccccc2)cc1 (configuration not stated)	-7	-4	2.4	0	3	1	-10	-3	-0.2	-4
O=C(COc1ncnc2c(Cl)cc(Cl)cc12)NCCC1=CCCCC1	2	-4	-1.6	8	0	x	-12	-4	-0.6	1
CCOc1ccccc1C(=O)NCC(=O)Nc1ccc(-c2ccccc2)cc1	1	2	-1.2	9	0	-4	-22	-8	-2.1	1
Cc1cc(C)cc(N(CC(=O)NC(C)(C)C)C(=O)CNC(=O)c2cccs2)c1	0	2	-2.3	-12	-3	-12	8	-3	-1.3	4
O=C(CC1CCCC1)NCCc1cn2ccccc2n1	-3	x	-2.3	3	1	2	x	-1	-0.9	2
O=C(Nc1cc(Cl)ccc1Cl)c1noc2c1CCCC2	2	x	2.0	-14	0	0	-17	-6	0.1	0
NS(=O)(=O)c1cccc(NC(=O)c2cccs2)c1	2	0	-1.1	-3	3	-6	10	3	-4.6	-17
COc1ccc(NC(=O)COC(=O)Cn2nnc3ccccc32)cc1	4	-1	-1.5	15	7	0	6	-2	-2.2	-1
Cc1ccc(/C=N/NC(=O)CNC(=O)c2cccc([N+](=O)[O-])c2C)o1	2	-1	1.8	3	0	5	12	-4	-2.6	0
O=C(Nc1cccc(-c2nn[nH]n2)c1)c1csc2c1CCCC2	0	6	-4.1	5	5	x	4	-12	-1.9	0
O=C(O)c1cccc(CSc2nnc(Cc3ccccc3)o2)c1	6	x	-11	6	-1	x	-8	0	0.0	0
Cc1ccccc1C(=O)c1cccn1CC(=O)NCc1ccccc1	3	2	0.2	-5	1	-3	-3	-7	0.7	4
COc1ccc(OC)c(-n2nnnc2SCC(=O)O)c1	-2	5	-0.6	5	2	x	-3	-2	-0.3	-5
C=CCOc1ccc2ccccc2c1CNn1c(C)n[nH]c1=S	-6	-6	2.1	4	3	2	0	-1	0.3	5
COC(=O)c1c(C)cc(OC(C)=O)c(C)c1OC(C)=O	5	-3	0.1	1	-3	1	-9	10	-1.0	1
CC#CC(=O)N1CCC(CCc2ccccc2)(C(=O)OCC)CC1	1	1	-9.5	-6	0	-1	-7	4	0.2	2
O=C(COc1ccc(N2C(=O)c3ccccc3C2=O)cc1)c1ccccc1	-3	1	0.6	x	-2	-5	4	1	-1.2	-3

Screens from PubChem BioAssay.
